TRPC4 potent – allosterically enhances the mouse TRPC4 cation channel | Q9QUQ5 | HEK293 TRPC4beta/mu-opioid, DAMGO EC20, Fluo-4 Ca2+ flux; hits give high values | B-score at 10 µM | 310,000 tested, 0.42% active | AID 2227;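 active = B-score of calcium response area above 5 SD of library B-scores, with initial fluorescence ratio within 5 SD of library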;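 note: B-score of integrated fluorescence ratio over time as area under calcium response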
Target sequence (Q9QUQ5 whole entry, looked up): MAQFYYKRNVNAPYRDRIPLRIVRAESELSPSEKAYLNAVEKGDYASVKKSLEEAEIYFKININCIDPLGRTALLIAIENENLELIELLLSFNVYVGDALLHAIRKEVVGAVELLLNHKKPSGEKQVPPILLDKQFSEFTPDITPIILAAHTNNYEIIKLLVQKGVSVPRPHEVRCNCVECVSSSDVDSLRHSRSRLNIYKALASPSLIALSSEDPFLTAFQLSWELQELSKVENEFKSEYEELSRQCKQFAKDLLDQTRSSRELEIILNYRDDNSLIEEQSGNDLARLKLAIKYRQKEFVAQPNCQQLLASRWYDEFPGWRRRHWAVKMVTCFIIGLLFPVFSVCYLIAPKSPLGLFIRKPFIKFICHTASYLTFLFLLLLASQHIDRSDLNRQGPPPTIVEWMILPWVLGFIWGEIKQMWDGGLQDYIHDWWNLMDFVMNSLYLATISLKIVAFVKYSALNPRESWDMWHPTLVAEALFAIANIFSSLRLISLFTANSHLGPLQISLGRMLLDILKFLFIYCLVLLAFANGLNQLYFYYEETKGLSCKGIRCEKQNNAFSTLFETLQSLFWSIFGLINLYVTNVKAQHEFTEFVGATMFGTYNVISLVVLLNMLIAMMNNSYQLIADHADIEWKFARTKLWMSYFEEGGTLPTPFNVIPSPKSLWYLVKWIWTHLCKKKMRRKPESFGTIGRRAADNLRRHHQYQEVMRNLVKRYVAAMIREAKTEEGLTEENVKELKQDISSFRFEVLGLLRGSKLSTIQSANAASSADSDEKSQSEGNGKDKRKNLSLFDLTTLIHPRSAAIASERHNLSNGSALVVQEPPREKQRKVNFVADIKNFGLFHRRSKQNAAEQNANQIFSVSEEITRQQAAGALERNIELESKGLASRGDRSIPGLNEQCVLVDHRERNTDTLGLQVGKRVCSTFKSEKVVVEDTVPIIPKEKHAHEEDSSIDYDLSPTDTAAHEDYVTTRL
MrgX1 allo act – allosterically activates human MrgX1 receptor signaling | Q96LB2 | MrgX1-HEK293, Fluo-4 calcium flux, FDSS; hits give high values | B-score at 10 µM | 310,000 tested, 0.63% active;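 active = plate-corrected calcium response at least 3 library SD above typical, normal starting fluorescence, not activating the receptor alone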;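 note: compound read alongside a low EC10 to EC30 dose of BAM8-22 agonist; peak minus trough fluorescence over baseline measured at the second addition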
MrgX1 ag – agonists of human MrgX1 receptor | B-score at 10 µM | MrgX1-HEK293 cells, Fluo-4 calcium fluorescence, agonist mode; hits give high values | 310,000 tested, 0.44% active;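 active = calcium response B-score plate-corrected fluorescence ratio at least 3 library SD, with starting fluorescence B-score inside 5 SD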
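Test system: HEK293 cells stably expressing human MrgX1 receptor; amount: 15,000 cells per well; doses: compound delivered in addition one of three; times: overnight plating before 1 h dye loading; detection: Fluo-4 NW calcium-flux fluorescence, kinetic read; read-out basis: B-scored fluorescence response ratio; controls: positive and negative controls per plate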
TRPC4 agonist – activators of mouse TRPC4 channel; HEK293 TRPC4beta/mu-opioid, Fluo4 calcium fluorescence; hits give high values; B-score at 10 µM; 310,000 tested, 0.49% active;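 active = B-score above 5 SD of library B-scores, and initial fluorescence ratio not above library mean plus 5 SD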;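 note: positive B-score marks a calcium rise read as TRPC4 activation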
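Assay system – TRPC4beta and mu-opioid receptor HEK293 stable cells · Measured by – Fluo4 fluorescence, kinetic · Schedule – dye loading 45 min room temperature, 110 s kinetic read · Read-out – B-scored integrated calcium fluorescence ratio · Controls – buffer and maximal DAMGO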
MrgX1 antagonist – antagonists of human MrgX1 receptor. AID 588676. MRGX1-HEK293 calcium flux, Fluo-4, BAM8-22 antagonism; hits give low values. B-score at 10 µM. 310,000 tested, 1.3% active. Q96LB2;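 active = calcium-response B-score plate-corrected more than 3 library SD below zero, starting fluorescence within 5 deviations, no agonist response on first addition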;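 note: peak minus trough fluorescence over baseline after final BAM8-22 challenge near maximal dose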
TRPC4 inh – inhibitors of mouse TRPC4 channel; B-score at 10 µM; 300,000 tested, 0.39% active; Q9QUQ5; HEK293 TRPC4beta/mu-opioid, DAMGO-evoked Fluo4 calcium flux; hits give low values;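 active = B-score over 3 SD under the library average, no early fluorescence shift, positive overall ratio signal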
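Signal: kinetic Fluo4 fluorescence imaging of calcium influx. Material: stable TRPC4beta/mu-opioid receptor HEK293 cells. Probe or stimulus: DAMGO in two steps, submaximal then maximal.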
TRPC6 activator – activators of mouse TRPC6 channel | Q61143 | HEK293-TRPC6 membrane potential dye fluorescence; hits give high values | B-score at 10 µM | 310,000 tested, 0.13% active | AID 2550;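 active = B-score of the integrated fluorescence ratio above library mean plus 3 SD, and starting fluorescence ratio within library mean plus 5 SD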;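 note: higher score means more depolarization so channel activation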
SKKanGAS inh – inhibitors of SKKanGAS S. pyogenes growth in kanamycin (SK-promoter or general growth effect); inhibition, % at 7.5 µM; 300,000 tested, 1.3% active; BacTiter-Glo, 6 h;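 active = mean replicate score, as percent of positive control median, at least 50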;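 note: strain carries kanamycin resistance gene driven by streptokinase promoter and grows in 40 µg/ml kanamycin; loss of luminescence reflects streptokinase promoter inhibition or plain growth inhibition; 0% = median of DMSO wells and 100% = positive control at its reference dose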
ANO1 block – inhibitors of mouse TMEM16A calcium-activated chloride channel. Q8BHY3. HEK293 TMEM16A/YFP iodide influx fluorescence, ionomycin. normalized B-score (activity score, 25-100; higher = stronger inhibition) at 10 µM. 310,000 tested, 1.2% active;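 active = ratio plate-corrected score three or more library SD toward inhibition, starting fluorescence score within five deviations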;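 note: score derived from kinetic fluorescence span divided by baseline fluorescence per well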
TRPC6 inhibitor – inhibitors of mouse TRPC6 channel; Q61143; HEK293-TRPC6, membrane potential dye, ACh-evoked depolarization; hits give low values; B-score at 10 µM; 310,000 tested, 1.1% active;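 active = B-score under library mean minus 3 SD, initial fluorescence not abnormally high, positive integrated signal ratio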;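 note: B-score derived from integrated fluorescence ratio over the kinetic read; more negative B-score means stronger inhibition of depolarization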
ANO1 activ – mouse TMEM16A channel activation, primary screen; AID 623877; Q8BHY3; HEK293 TMEM16A/YFP-H148Q/I152L, iodide quench fluorescence; hits give low values; B-score at 10 µM; 340,000 tested, 0.3% active;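 active = fluorescence-ratio B-score plate-corrected deviation score at least 3 library SD below zero, with starting fluorescence score within 5 deviations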;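 note: channel opened by trigger with iodide after compound preincubation; score built on the fluorescence ratio of max minus min over baseline; more negative score means more quench and so TMEM16A activation or potentiation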
Numbers without * were called inactive; i = inactive; . = not tested or not shown.

Order of results – TRPC4 potent | MrgX1 allo act | MrgX1 ag | TRPC4 agonist | MrgX1 antagonist | TRPC4 inh | TRPC6 activator | SKKanGAS inh | ANO1 block | TRPC6 inhibitor | ANO1 activ
- O=C(NCCc1c[nH]c2ccccc12)/C(=C\c1cccs1)NC(=O)c1ccccc1
  i | i | i | i | i | i | i | 1 | i | i | i
- Cc1ccccc1C1=NC(C(F)(F)F)(C(F)(F)F)c2c(n(-c3ccc(F)cc3)c(=O)[nH]c2=O)N1
  i | i | i | i | i | i | i | -8 | i | i | i
- O=C(COc1ccc(NC(=O)c2cccs2)cc1)c1ccc(F)cc1
  i | i | i | i | i | i | i | -12 | i | i | i
- COc1ccc(NC(=O)C2CCCO2)c(OC)c1 (stereo unspecified)
  i | i | i | i | i | i | i | 3 | i | i | i
- COC(=O)c1ccc(Cn2nnc3ccccc32)cc1
  i | i | i | i | i | i | i | 17 | i | i | i
- CC(Oc1cc2oc(=O)c3c(c2cc1Cl)CCC3)C(=O)N1C[C@H]2C[C@@H](C1)c1cccc(=O)n1C2 (stereo partly specified)
  i | i | i | i | i | i | i | 1 | i | i | i
- Fc1ccccc1Cc1noc(CN(Cc2ccccn2)CC2CCCO2)n1 (stereo unspecified)
  i | i | i | i | i | i | i | 0 | i | i | i
- CC(=O)Nc1ccc(C(=O)OCC(=O)Nc2ccc(N3CCOCC3)cc2)cc1
  i | i | i | i | i | i | i | -3 | i | i | i
- CCOC(=O)C1(CCOC)CCN(C(=O)Cc2ccsc2)CC1
  i | i | i | i | i | i | i | -1 | i | i | i
- Cc1ccc2c(c1)N(C(=O)CCC(=O)NCc1ccccn1)CC(C)O2 (stereo unspecified)
  i | i | i | i | i | i | i | -2 | i | i | i
- O=C(OCn1ncc(Br)c(Br)c1=O)c1c(F)cccc1F
  i | i | i | i | i | i | i | 11 | i | i | .
- COCc1cc(C)nc(SCC[N+](C)(C)CC(=O)Nc2cccc(C(F)(F)F)c2)c1C#N
  i | i | i | i | i | i | i | -2 | i | i | i
- COC(=O)c1ccc(S(=O)(=O)NCc2ccc(S(N)(=O)=O)cc2)o1
  i | i | i | i | i | i | i | -5 | i | i | i
- N#Cc1c(-c2ccc(Cl)cc2)ccnc1N1CCOCC1
  i | i | i | i | i | i | i | -1 | i | i | i
- Cc1ccc(-c2noc(Cn3nc(C(=O)O)c4ccccc4c3=O)n2)cc1
  i | i | i | i | i | i | i | -8 | i | i | i
- COc1cc(CNc2ccccc2SC)cc(OC)c1OC
  i | i | i | i | i | i | i | -6 | i | i | i
- CCOc1ccc(Cn2c(=O)oc3ccccc32)cc1
  i | i | i | i | i | i | i | 1 | i | i | i
- CCN1CCN(C(c2cccs2)C(C)NC(=O)c2c(F)cccc2F)CC1 (stereo unspecified)
  i | i | i | i | i | i | i | -8 | i | i | i
- C/C(=C\c1ccccc1)CN1CCN(c2ccccc2)CC1
  i | i | i | i | i | i | i | -7 | i | i | i
- O=C(CCN1C(=O)C2C3C=CC(C3)C2C1=O)NCCc1ccccc1 (stereo unspecified)
  i | i | i | i | i | i | i | -3 | i | i | i
- COc1ccc(S(=O)(=O)Nc2ncccc2C)c2ccccc12
  11* | i | i | i | i | i | i | 2 | i | i | i
- c1ccn2cc(-c3ccc4c(c3)OCO4)cc2c1
  i | i | i | i | i | i | i | 7 | i | i | i
- COc1cc(NC(=O)c2ccc(Cl)cc2Cl)ccc1-c1cc2ccccc2oc1=O
  i | i | i | i | i | i | i | 8 | i | i | i
- COc1cc(/C=C/C(=O)OCC(=O)Nc2cc(S(=O)(=O)N3CCCCC3)ccc2C)ccc1O
  i | i | i | i | i | i | i | 5 | i | i | i
- CN1C(=O)C(CC(N)=O)N(NC(=O)c2ccc(Cl)cc2)C1=S (stereo unspecified)
  i | i | i | i | i | i | i | -12 | i | i | i
- CCc1cccc(C)c1NC(=O)CO/N=C(\N)CC(=O)NC1CCCCC1
  i | i | i | i | i | i | i | 7 | i | i | i
- Clc1ccc(-c2nc3ccccn3c2CN2CCSCC2)cc1
  i | i | i | i | -5.7* | i | i | 8 | i | i | i
- Cc1nc(CN2CCN(C(=O)c3ccc(C(C)(C)C)cc3)CC2)cs1
  i | i | i | i | i | i | i | -6 | i | i | i
- COc1ccc(CCNC(=O)CN(c2cc([N+](=O)[O-])ccc2OC)S(C)(=O)=O)cc1
  i | i | i | i | -5.1* | i | i | -17 | i | i | i
- CCOC(=O)c1cc2c(=O)n3ccccc3nc2n(CCOC)c1=NC(=O)C(C)(C)C
  i | i | i | 152* | i | i | i | -1 | i | i | i
- C=CCNc1nc(-c2ccc(OC)cc2OC)cs1
  i | i | i | i | i | i | i | -10 | i | i | i
- O=C(c1cccs1)N1CCN(C(=O)N2CCOCC2)CC1
  i | i | i | i | i | i | i | -4 | i | i | i
- CCC(CC)NC(=O)/C=C/c1cccc([N+](=O)[O-])c1
  i | i | i | i | i | i | i | -1 | i | i | i
- Cc1ccc(CN2CC(C(=O)Nc3cc(S(C)(=O)=O)ccc3Cl)CC2=O)cc1 (stereo unspecified)
  i | i | i | i | i | i | i | -1 | i | i | i
- O=C(CSC1=NCCS1)Nc1ccc(S(=O)(=O)NC2CCCCC2)cc1
  i | i | i | i | i | i | i | 3 | i | i | i
- CN(CC1CCOCC1)C(=O)CC1C(=O)NCCN1Cc1ccccc1F (stereo unspecified)
  i | i | i | i | i | i | i | -4 | i | i | i
- Fc1ccc(Nc2nc(-c3ccncc3)nc3ccccc23)cc1F
  i | i | i | i | i | i | i | 13 | i | i | i
- Cc1cc(OC(C)C(=O)NCC2CCC(C(=O)O)CC2)c2c(C)cc(=O)oc2c1 (stereo unspecified)
  i | i | i | i | i | i | i | -2 | i | i | i
- O=C(/C=C/c1cccnc1)c1ccc(F)c(F)c1
  i | i | i | i | i | i | i | -4 | i | i | i
- CCCOc1cccc(C2C(C(=O)c3cccs3)=C(O)C(=O)N2Cc2cccnc2)c1 (stereo unspecified)
  i | i | i | i | i | i | i | -4 | i | i | i
- CC(C)CCNC(=O)C(NS(=O)(=O)c1ccc2c(c1)c(=O)n(C)c(=O)n2C)c1ccccc1 (stereo unspecified)
  i | i | i | i | i | i | i | -1 | i | i | i
- O=C(NCCCc1ccccc1)c1cc(COc2ccc(F)cc2Cl)on1
  i | i | i | i | i | i | i | -2 | i | i | i
- CC(C)NC(=O)c1ccc2c(c1)N(CC(=O)Nc1ccccc1F)C(=O)C(C)(C)O2
  i | i | i | i | i | i | i | 15 | i | i | i
- CCc1nc(NCCC(C)C)c2nnn(Cc3ccccc3)c2n1
  i | i | i | i | i | i | i | 2 | i | i | i
- CC1Cc2ccccc2N1C(=O)COC(=O)c1ccc(Cl)nc1 (stereo unspecified)
  i | i | i | i | i | i | i | 12 | i | i | i
- CC(C)Cc1n[nH]c(=O)[nH]1
  i | i | i | i | i | i | i | -5 | i | i | i
- Cc1c(Cl)c(C(F)F)nn1CC(=O)NC1C(=O)N2C(C(=O)O)=C(CSc3nnnn3C)CSC12 (stereo unspecified)
  i | . | . | i | . | i | i | 119* | . | i | i
- O=C(NC(=O)N1CCN(c2ccc(F)cc2)CC1)c1ccccc1
  i | i | i | i | i | i | i | -4 | i | i | i
- Cc1ccc(-c2nnc(NC3CCCC3)s2)cc1
  i | i | i | i | i | i | i | 22 | i | i | i
- COc1ccc(CN2CCC(Cc3ccccc3)CC2)c(C)c1C
  i | i | i | i | i | i | i | -2 | i | i | i
- CCn1c(=O)c(=O)[nH]c2cc(C(=O)Nc3ccc(S(=O)(=O)N4CCCC4)cc3)ccc21
  i | i | i | i | i | i | i | -7 | i | i | i
- c1cncc(-c2nnc(-c3cccnc3)nn2)c1
  i | i | i | i | i | i | i | 17 | i | i | i
- O=C(Nc1ccccc1N1CCCCC1)c1ccc(Cl)c([N+](=O)[O-])c1
  i | i | i | i | i | i | i | -12 | i | i | i
- COC(=O)c1ccc(CN2C(=O)NC(Cc3c[nH]c4ccccc34)C2=O)cc1 (stereo unspecified)
  i | i | i | i | i | i | i | -5 | i | i | i
- CCOc1ccccc1C(=O)OCC(=O)NCC1CCCCC1
  i | i | i | i | i | i | i | 3 | i | i | i
- COc1ccc(Oc2c(-c3ccc(O)cc3O)n[nH]c2C)cc1
  i | i | i | i | i | i | i | -9 | i | i | i
- CC(C)CN1CCN=C1N(C)C
  . | i | i | . | i | . | . | . | i | . | i
- O=C(NCCc1c[nH]c2ccccc12)c1cc([N+](=O)[O-])cc([N+](=O)[O-])c1
  i | i | i | i | i | i | i | 3 | i | i | i
- O=S(=O)(NCc1ccccc1)c1cccc2cccnc12
  i | i | i | i | i | i | i | -7 | i | i | i
- CCCCNc1c2c3c(cccc3n(C)c1=O)C(=O)c1ccccc1-2
  i | i | i | i | i | i | i | 54* | i | i | i

Other entries.
Order of results – TRPC4 potent | MrgX1 allo act | MrgX1 ag | TRPC4 agonist | MrgX1 antagonist | TRPC4 inh | TRPC6 activator | SKKanGAS inh | ANO1 block | TRPC6 inhibitor | ANO1 activ
- COc1ccc(C(=O)COC(=O)C(CCSC)NC(=O)COc2ccccc2)cc1 (stereo unspecified)
  i | i | i | i | i | i | i | -4 | i | i | i
- Cc1cc2cc(CN(Cc3ccco3)S(=O)(=O)c3c(C)ccc4nsnc34)c(=O)[nH]c2cc1C
  i | i | i | i | i | i | i | 6 | i | i | i
- CCOC(=O)c1c(NC(=O)CN2CCCc3ccccc32)sc(C(C)=O)c1C
  i | i | i | i | i | i | i | 3 | i | i | i
- Cc1ccc(NC(=O)NCCN2CCN(C(=O)Nc3ccc(C)cc3)CC2)cc1
  i | i | i | i | i | i | i | 0 | i | i | i
- COc1cc(/C=N/NC(=S)NCCN2CCOCC2)cc(OC)c1O
  i | i | i | i | i | i | i | -2 | i | i | i
- CN1/C(=C\C=O)C(C)(C)c2ccccc21
  i | i | i | i | i | i | i | 3 | i | i | i
- COc1cc(/C=N/NC(=O)c2cccnc2)ccc1OC(=O)c1cc(OC)c(OC)c(OC)c1
  i | i | i | i | i | i | i | 4 | i | i | i
